High-throughput results from PubChem BioAssay.
pCIP destab: lowers stability of the mouse p/CIP coactivator protein; Q05BA5; F442A p/CIP-EGFP cells, EGFP fluorescence, 16 h; decrease of EGFP signal, % at 10 µM; hit rate 0.01% among 290,000; AID 1984;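 active = EGFP signal decrease of at least 30% at 10 µM or well 3 SD below plate mean, unless failing retest; inactive = the rest, including hits failing retest or dose response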; note: some compounds called inactive have numbers as strong as hits; many of its hits are not listed in these tables
NALP1 inh: inhibitors of NALP1 inflammasome in yeast. inhibition, % at 10 µM. hit rate 0.61% among 280,000. S. cerevisiae NALP1/ASC/caspase-1 growth, X-gal OD620, 72 h. AID 2071; in the data active = inhibition mostly above about 24%, no sharp cut-off; inactive = mostly below about 32%; note: some compounds called inactive have numbers as strong as hits
IDE inh: inhibitors of human insulin-degrading enzyme in cells; hit rate 0.41% among 320,000; inhibition, % at 5.59 µM; P14735; AID 434962; HEK cells, FAbetaB cleavage, fluorescence polarization;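 active = percent inhibition above the average of all tested compounds plus 3 SD, set per screening campaign, cut at about 16% in these data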;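 note: IDE supplied by intact live HEK cells; FP after avidin binding of uncleaved biotin substrate so inhibition keeps polarization high; 0% = DMSO wells and 100% = 60 µM reference IDE inhibitor Ii1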
UBC9 SUMO inh: inhibitors of human SUMOylation (UBC9); P63279; HTRF SUMOylation assay, SAE1/SAE2 + UBC9, in vitro; AID 2006; inhibition, % at 35 µM; hit rate 0.36% among 290,000; in the data active = inhibition above about 50%, passing the limit was not always enough; inconclusive = no clear call, values can overlap the other calls; note: strong numbers were not always called active
Target sequence (P63279 whole entry, looked up): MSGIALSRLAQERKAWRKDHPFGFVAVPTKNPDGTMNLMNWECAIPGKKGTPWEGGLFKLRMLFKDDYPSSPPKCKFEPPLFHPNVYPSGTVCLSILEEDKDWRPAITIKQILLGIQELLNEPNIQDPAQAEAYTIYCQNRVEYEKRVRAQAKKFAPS
PfM18AAP inh: PfM18AAP enzyme inhibition | hit rate 1.2% among 290,000 | recombinant PfM18AAP, H-Glu-NHMec fluorogenic cleavage | AID 1822 | inhibition, % at 7.35 µM;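 active = inhibition above the campaign mean inhibition over all tested compounds plus 3 SD, cut at about 28% in these data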;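 note: 0% = plate median of test compound wells and 100% = 2 mM ZnCl2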
MEKK3 PB1 HTS: modulators (inhibitors or enhancers) of MEK5 binding to human MEKK3 PB1 domain; Q99759; binding response (% of control), % at 10 µM; bead-based flow cytometry, Alexa488-MEK5 binding to MEKK3; actives lie on both sides; 0 = blocked by unlabeled MEK5, 100 = vehicle; hit rate 1.4% among 290,000;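 active = binding response more than 3 SD above or below the average of its plate-row segment, actives on both sides; inconclusive = wells at one plate position flagged as instrument error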;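 note: Alexa488 bead fluorescence after subtracting the streptavidin-only scavenger bead signal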
Target sequence (Q99759 whole entry, looked up, the tested form may be a part): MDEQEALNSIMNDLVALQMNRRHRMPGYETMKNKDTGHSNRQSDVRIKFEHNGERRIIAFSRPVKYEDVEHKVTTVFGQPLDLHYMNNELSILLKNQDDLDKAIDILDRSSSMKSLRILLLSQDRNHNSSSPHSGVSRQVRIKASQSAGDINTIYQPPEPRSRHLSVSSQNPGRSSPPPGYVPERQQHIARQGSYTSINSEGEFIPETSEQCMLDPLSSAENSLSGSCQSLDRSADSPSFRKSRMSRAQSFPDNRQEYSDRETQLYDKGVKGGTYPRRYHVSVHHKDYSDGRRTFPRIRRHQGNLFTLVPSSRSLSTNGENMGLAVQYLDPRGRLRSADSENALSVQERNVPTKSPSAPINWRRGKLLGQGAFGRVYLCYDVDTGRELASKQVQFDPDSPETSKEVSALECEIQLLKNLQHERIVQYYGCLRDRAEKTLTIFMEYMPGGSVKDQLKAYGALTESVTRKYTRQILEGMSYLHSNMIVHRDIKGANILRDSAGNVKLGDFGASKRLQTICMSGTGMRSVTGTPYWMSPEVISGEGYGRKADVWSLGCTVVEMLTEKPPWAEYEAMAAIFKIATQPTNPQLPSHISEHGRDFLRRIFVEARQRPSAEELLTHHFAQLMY
MEKK2 WT-MEK5: raises or lowers MEK5 binding to wildtype human MEKK2 PB1 domain; Q9Y2U5; bead flow cytometry, Alexa488-MEK5 binding to MEKK2 WT; actives lie on both sides; binding response (% of control), % at 10 µM; hit rate 1.1% among 290,000; AID 1531; in the data active = binding response below about 67% or above about 130%; inconclusive = no clear call, values can overlap the other calls; inactive = in between
IDE cell activ: activators of human insulin-degrading enzyme in cells; AID 493087; HEK cells, FAbeta-B cleavage, fluorescence polarization; 0% vehicle, 100% cell-free pure enzyme wells; hit rate 0.073% among 340,000; activation, % at 5.96 µM;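 active = activation above the mean of all tested compounds plus 3 SD, set per screening campaign, cut at about 17% in these data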
MEKK2mut PB1 HTS: signal of MEK5 binding to mutant human MEKK2 PB1 domain. bead flow cytometry, Alexa488-MEK5 binding to MEKK2 mutant. percent response, % at 10 µM. hit rate 0.35% among 290,000. AID 1530; in the data active = percent response above about 24%, passing the limit was not always enough; note: inactives centre near 1; some results filed as inactive read as strong as hits; reference of the scale not given here
The depositor's hits bear a star; ? = inconclusive; . = not tested or not shown. The list is partial; count on the stated rates, not on these rows.

pCIP destab,NALP1 inh,IDE inh,structure,UBC9 SUMO inh,PfM18AAP inh,MEKK3 PB1 HTS,MEKK2 WT-MEK5,IDE cell activ,MEKK2mut PB1 HTS
-8.5,-2.4,-3.2,CCn1c(Cc2ccccc2)nnc1SCC(=O)NC1CC1,0.6,1.7,106.0,101.0,-3.1,4.0
-8.1,16.6,0.8,COc1ccc(-c2oc3ncnc(N)c3c2-c2ccccc2)cc1,17.7,0.5,99.0,97.0,4.2,-4.0
-4.2,-12.9,3.2,Cc1ccc(N2CCN(S(=O)(=O)c3ccc(C)cc3)CC2)cc1,20.0,-9.4,107.0,105.0,1.7,4.0
3.6,-3.1,0.8,O=C(c1ccc(Cl)cc1)c1oc2ccccc2c1CS(=O)c1ccccc1 (stereo not drawn),4.7,3.7,99.0,93.0,-6.9,-2.0
1.5,-8.1,7.4,CC(C)(C)OC(=O)NCCCC[C@H](NC(=O)c1nc[nH]c1C(=O)N[C@@H](CCCCNC(=O)OC(C)(C)C)C(=O)OC(C)(C)C)C(=O)OC(C)(C)C,-36.2,.,104.0,84.0,4.7,3.0
4.7,-1.2,4.3,CN(CCNC(=O)C1CCN(c2ncnc3c2nc2n3CCCCC2)CC1)Cc1ccccc1,13.7,0.1,106.0,110.0,5.7,6.0
-15.0,-0.8,0.8,O=C(Nc1ccnc(-c2cccnc2)n1)c1ccc(Cl)cc1,-12.4,-2.3,101.0,103.0,1.3,3.0
7.4,5.8,0.8,S=C(NNc1ccc2ccccc2c1)NC1CCCCC1,-41.4,0.2,106.0,103.0,3.6,0.0

4 compounds from above, showing only NALP1 inh.
SMILES | NALP1 inh
CCn1c(Cc2ccccc2)nnc1SCC(=O)NC1CC1 | -2.4
O=C(Nc1ccnc(-c2cccnc2)n1)c1ccc(Cl)cc1 | -0.8
S=C(NNc1ccc2ccccc2c1)NC1CCCCC1 | 5.8
CC(C)(C)OC(=O)NCCCC[C@H](NC(=O)c1nc[nH]c1C(=O)N[C@@H](CCCCNC(=O)OC(C)(C)C)C(=O)OC(C)(C)C)C(=O)OC(C)(C)C | -8.1

Later entries
pCIP destab,NALP1 inh,IDE inh,structure,UBC9 SUMO inh,PfM18AAP inh,MEKK3 PB1 HTS,MEKK2 WT-MEK5,IDE cell activ,MEKK2mut PB1 HTS
9.4,-3.6,2.2,COC(=O)CSc1ccsc1C(=O)O,13.6,-2.5,101.0,90.0,0.5,-10.0
-14.1,25.6,0.9,Cc1ccc(Nc2nc3ccccc3[nH]2)nc1,-4.4,14.7,108.0,102.0,1.9,2.0
-1.7,.,-0.4,CCN(CC)C(=O)Oc1nnc(SC(C)C)n1-c1ccc(Cl)c(Cl)c1,7.2,5.9,103.0,101.0,1.9,8.0
-5.3,10.7,-0.4,COc1cccc(C(=O)Nc2c3c(nc4c2CCC4)CCCC3)c1,-0.8,1.8,87.0,94.0,1.6,-3.0
-0.8,2.3,-1.4,CCOc1ccccc1NC(=O)CSc1nc2ccccc2nc1N1CCOCC1,-11.4,4.1,101.0,94.0,4.4,0.0
-2.3,.,-3.3,Cc1noc(C)c1C(=O)OCC(=O)N1CCN(S(=O)(=O)c2ccc3ccccc3c2)CC1,-11.4,-3.1,79.0,70.0,6.0,-33.0
-8.4,38.4,-4.3,Cn1ccnc1SCc1ccc([N+](=O)[O-])cc1,15.6,0.6,96.0,97.0,2.2,3.0
-3.4,25.0,3.1,O=C(CCC(=O)N1CCN(c2ccc(Cl)c(Cl)c2)CC1)c1ccccc1,-13.7,-5.3,98.0,99.0,0.2,-2.0
2.6,5.5,-1.0,COc1cccc(-c2nc(CS(=O)(=O)CC(=O)NCCc3ccc(OC)c(OC)c3)c(C)o2)c1,8.2,4.7,103.0,102.0,2.3,2.0
2.2,-9.0,0.7,COc1ccc(-n2nnc3c(SC(C(C)=O)C(=O)N(C)C)ncnc32)cc1 (stereo not drawn),-6.9,46.2*,97.0,99.0,-3.2,-8.0
-2.2,10.5,2.9,Cc1c(Cl)cccc1NC(=O)Nc1cc(C(C)(C)C)on1,-15.3,3.4,104.0,100.0,1.5,4.0
-7.4,9.3,3.1,CC1CC(C)(C)NC(=S)N1CCC(=O)N1CCc2ccccc2C1 (stereo not drawn),7.9,-0.4,103.0,96.0,6.3,-2.0
-12.6,22.3,2.5,CCC(C(=O)Nc1cc(C(=O)Nc2cc(C)ccn2)ccc1Cl)c1ccccc1 (stereo not drawn),-11.9,-7.3,105.0,106.0,1.6,0.0
-12.4,16.9,3.2,Cc1cccc(C)c1-n1cccc1/C=C1\SC(=S)N(c2cccc(C(=O)O)c2)C1=O,16.3,1.7,100.0,96.0,-6.0,-6.0
-12.8,13.4,0.4,Nc1nnnn1/N=C/c1ccc(N2CCCCC2)c([N+](=O)[O-])c1,0.0,0.8,111.0,102.0,2.5,0.0
-7.4,32.3,5.8,CCN(CC)c1ccc(C=Nc2ccccc2C)c(O)c1,17.1,10.0,140.0*,104.0,3.2,0.0
2.0,16.5,3.3,CCc1ccc(C2=NNC(=Nc3c(C)n(C)n(-c4ccccc4)c3=O)SC2)cc1,5.1,0.1,98.0,86.0,-1.6,-12.0
1.0,12.2,-1.1,COCc1nnc(NC(=O)c2ccc(OC)cc2OC)s1,10.7,5.2,103.0,104.0,4.7,-3.0
-6.7,11.0,7.3,O=C(Oc1nsnc1N1CCOCC1)N(c1ccccc1)c1ccccc1,7.0,8.4,96.0,92.0,0.6,-6.0
-11.2,-11.9,0.4,COc1cccc(C(=O)/C(C#N)=N/Nc2cccc(-c3ccnc(C)n3)c2)c1,-5.4,-8.5,99.0,95.0,-1.1,0.0
-7.0,-2.5,16.1,O=C(O)c1ccc(NC(=S)NC(=O)c2cccc(COc3ccccc3)c2)cc1,27.1,-9.4,103.0,89.0,0.7,-6.0
-8.3,9.7,-0.1,COc1ccc(OC)c(C2=Nn3c(nnc3-c3cc(C)[nH]n3)SC2)c1,-1.0,-3.5,103.0,104.0,-4.1,-1.0
3.1,1.3,0.1,N#Cc1ccccc1Sc1ccccc1N,-7.0,-3.3,113.0,111.0,0.1,7.0
-6.4,-4.5,1.4,Fc1ccc(-n2c(-c3ccc4ccccc4n3)n[nH]c2=S)cc1,11.4,1.4,69.0,79.0,-0.6,-1.0
-8.4,0.2,-6.5,CCCn1c(=O)c(C(=O)NNS(=O)(=O)c2ccc(NC(=O)OC)cc2)c(O)c2ccccc21,-4.5,-0.1,103.0,102.0,0.1,3.0
-7.3,-18.4,3.4,Cc1ccccc1S(=O)(=O)Cc1ccc(C(=O)N2CC(C)CC(C)C2)o1 (stereo not drawn),0.5,-6.7,108.0,108.0,6.3,6.0
-5.6,6.7,-0.2,CN(Cc1ccccc1)C(=O)C1CCN(S(=O)(=O)c2ccc3nc4c(c(C(=O)O)c3c2)CCCC4)CC1,6.7,11.1,97.0,98.0,7.0,-2.0
3.3,25.1,0.9,O=C(CCN1C(=O)/C(=C/c2ccccc2F)SC1=S)Nc1cccnc1,-0.4,10.3,102.0,103.0,2.8,5.0
-1.1,0.2,0.4,O=C(NCc1ccncc1)c1nnc(Cc2c(F)cccc2Cl)o1,7.6,2.0,?,?,2.8,-22.0
-22.2,3.3,4.8,CCOC(=O)c1[nH]c2ccc(OC)cc2c1NC(=O)/C=C/c1ccc2c(c1)OCO2,21.0,-7.9,100.0,98.0,5.3,-1.0
-12.8,27.1,0.7,O=C(Cn1nc(Cc2cccnc2)c2ccccc2c1=O)NCC1CCCO1 (stereo not drawn),9.5,-10.6,104.0,101.0,5.5,9.0
2.6,2.0,4.1,O=C(Nc1ccc(N2CCOCC2)nc1)c1cccs1,6.1,-2.9,100.0,98.0,7.7,-3.0
14.2,6.3,0.8,CC1CN(Cc2nnc(-c3ccccc3)o2)CC(C)O1 (stereo not drawn),-2.5,-4.2,103.0,99.0,0.3,2.0
-3.2,-0.3,-11.1,O=C(CCn1c(=O)oc2ccccc21)NCCCN1CCN(c2ccc(F)cc2)CC1,-19.0,-1.5,103.0,115.0,2.9,12.0
11.0,2.5,-1.9,CCCCNC(=S)N(C)/N=C/c1c(F)c(F)c(F)c(F)c1F,-23.7,5.7,112.0,114.0,9.9,5.0
5.8,-10.5,9.5,O=C(CCl)Nc1ccccc1Sc1ccc(Cl)cc1,4.2,6.7,99.0,98.0,-0.7,-2.0
2.5,4.7,-6.2,O=C(COc1ccc(Cl)cc1)NCc1nnc(SCC(=O)Nc2ccccc2F)o1,18.1,-9.9,99.0,98.0,-4.6,-3.0
-10.7,-3.5,-5.4,CC1CN(C)C(C)c2c1oc1ccc(N)cc21 (stereo not drawn),19.7,1.5,102.0,97.0,0.7,-10.0
-16.5,.,2.9,Cc1nc(-c2ccc(S(=O)(=O)NCc3cccnc3)s2)cs1,1.8,-7.9,103.0,107.0,6.4,-1.0
-27.3,14.2,-4.1,Cc1nn(C)c(Cl)c1S(=O)(=O)N1CCC(CO)(CCc2ccccc2)CC1,8.5,-4.2,81.0,88.0,3.3,-9.0
-12.6,15.7,0.3,CCCCOc1cccc(C(=O)O)c1,19.4,-3.2,100.0,99.0,-1.0,3.0
12.4,4.0,0.2,COCCCNC(=O)CCn1c(=O)c2ccccc2n(Cc2cccc([N+](=O)[O-])c2)c1=O,3.4,-4.6,99.0,85.0,6.2,-10.0
0.1,16.3,-2.8,CCOc1ccccc1NC(=O)CSc1nnnn1Cc1ccccc1,-0.8,1.6,94.0,93.0,-0.9,-7.0
-115.0,10.9,19.9*,CCN(CC)c1ccc(/C=C2\C(=N)N3N=C(CC(=O)N4CCOCC4)SC3=NC2=O)cc1,-7.1,-0.1,93.0,87.0,-22.8,-26.0
-13.5,-9.0,-6.7,Cc1c(C)n(C(=O)CN2CCN(c3ccccc3)CC2)c2ccccc12,-28.1,4.3,100.0,107.0,1.9,3.0
-15.5,4.4,1.1,CCN(CC)C(=O)C1CCN(S(=O)(=O)c2ccc3oc4ccccc4c3c2)CC1,23.2,-0.8,101.0,102.0,-1.6,1.0
-2.9,16.4,7.5,O=C(NCC1CCCO1)c1ccc2c(c1)ncn2-c1cccc(F)c1 (stereo not drawn),13.5,-3.8,101.0,101.0,8.3,8.0
7.7,-5.9,1.8,O=C(O)Cc1csc(-c2ccc(F)cc2)n1,2.1,-15.9,99.0,93.0,2.6,-6.0
4.8,23.4,-2.1,COc1ccc(C(CC(=O)Nc2ccc(C)cc2)NC(=O)C(F)(F)F)cc1 (stereo not drawn),2.2,3.5,98.0,105.0,-2.6,3.0
-5.5,9.3,-1.4,CCOc1ccc(NS(=O)(=O)c2ccc(OCC(=O)N3CCCC3)cc2)cc1,21.4,0.3,97.0,94.0,-1.0,-6.0
-8.4,10.1,0.5,O=C(Cc1ccccn1)c1ccc(O)cc1O,10.8,8.8,104.0,103.0,2.7,4.0
.,.,-3.8,O=C1N[C@@H](Cc2ccccc2)C(=O)N2[C@H]3Nc4ccccc4[C@@]3([C@]34C[C@H]5C(=O)N[C@@H](Cc6ccccc6)C(=O)N5[C@H]3Nc3ccccc34)C[C@@H]12,.,.,99.0,94.0,.,1.0
